S100A4 MyoIIA: inhibitors of human S100A4 binding to myosin IIA peptide. AID 652163. P26447. S100A4/TAMRA-MyoIIA peptide fluorescence polarization. inhibition, % at 10.7 µM. actives 0.14% (n = 360,000);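 active = mean inhibition of at least 70% across replicates, with every replicate also reaching that level; inconclusive = mean inhibition reaches 70% but some replicates fall short; inactive = mean inhibition below 70%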
Target sequence (P26447 whole entry, looked up): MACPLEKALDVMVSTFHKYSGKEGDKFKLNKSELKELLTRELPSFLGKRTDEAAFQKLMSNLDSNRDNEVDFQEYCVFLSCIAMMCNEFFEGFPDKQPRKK
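Material: S100A4 monomer protein / Buffer or medium: 50 mM HEPES pH 7.2, 10 mM CaCl2, 100 mM KCl / Times: 5 min incubation before reading / Benchmarks: neutral control DMSO, positive control TFP / Reagent: labelled myosin peptide probe, 5 nM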
E-selectin induc: induces E-selectin expression in human endothelial cells | P16581 | HUVEC E-selectin immunofluorescence imaging; normalized: neutral wells 0, TNF-alpha wells 100 | activation, % at 7.58 µM | actives 0.37% (n = 260,000) | AID 686992;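 active = mean E-selectin-positive cell signal at least 10% of the positive control, reached in at least 60% of replicates, without over 20% cell loss; inconclusive = no rule given, readout overlaps actives, possibly toxicity-flagged; inactive = the rest, including those meeting only one limit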;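 also: in these data hits start at about 27%; measured in HUVEC primary endothelial cells; signal is the percent of cells scored E-selectin positive by PE staining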
Target sequence (P16581 whole entry, looked up): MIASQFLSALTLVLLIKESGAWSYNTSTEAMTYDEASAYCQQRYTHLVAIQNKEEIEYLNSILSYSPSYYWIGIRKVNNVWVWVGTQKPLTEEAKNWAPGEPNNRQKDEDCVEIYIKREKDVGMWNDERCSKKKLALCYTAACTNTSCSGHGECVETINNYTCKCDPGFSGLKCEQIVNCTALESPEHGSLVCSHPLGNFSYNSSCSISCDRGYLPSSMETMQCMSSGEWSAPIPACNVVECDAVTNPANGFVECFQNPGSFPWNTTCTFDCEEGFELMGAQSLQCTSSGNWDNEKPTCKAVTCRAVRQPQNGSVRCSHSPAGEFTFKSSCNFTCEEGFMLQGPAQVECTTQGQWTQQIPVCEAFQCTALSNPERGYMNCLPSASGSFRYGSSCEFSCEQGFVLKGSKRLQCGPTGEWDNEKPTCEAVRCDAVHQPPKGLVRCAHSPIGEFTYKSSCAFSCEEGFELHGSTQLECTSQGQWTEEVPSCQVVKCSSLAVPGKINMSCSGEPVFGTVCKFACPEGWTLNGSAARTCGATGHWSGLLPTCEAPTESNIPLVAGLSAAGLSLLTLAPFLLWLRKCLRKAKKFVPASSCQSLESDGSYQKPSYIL
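System: HUVEC / Compound: single concentration / Signal: immunofluorescence imaging / Read-out: percent E-selectin-positive cells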
RAD52 anneal inh: blocks human RAD52 DNA annealing; recombinant RAD52 DNA annealing, FRET fluorescence; P43351; actives 0.46% (n = 360,000); inhibition, % at 18.7 µM; AID 651710;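 active = every replicate showing at least 50% inhibition; inconclusive = mean inhibition at least 50% but not in every replicate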
esBAF inh: blocks esBAF chromatin remodeling in mouse ES cells; reporter increase, % at 12.5 µM; actives 2% (n = 350,000); Bmi1-luciferase knock-in reporter, 24 h; 100% = twice the neutral-well signal; in the data active = activation above about 40%; inconclusive = no clear call, values can overlap the other calls;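 also: 0% = median of the plate's neutral control wells and 100% = double that signal; a rise in the Bmi1 reporter signal indicates esBAF inhibition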
EWS-Fli inh: inhibitors of EWS/Fli oncoprotein transcriptional activity | A673 NR0B1-luciferase reporter, viability-normalised | inhibition, % at 12.6 µM | actives 0.67% (n = 350,000) | AID 651661;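 active = mean inhibition of at least 50% after viability correction, with every replicate also passing that limit; inconclusive = mean reaches 50% but only one of two replicates passes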;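 also: firefly luciferase signal divided by Alamar Blue viability fluorescence both relative to DMSO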
FN deposition inh: fibronectin deposition inhibition; AH1F fibroblasts, Alexa488-fibronectin deposition fluorescence, overnight; inhibition, % at 12.6 µM; actives 0.086% (n = 350,000);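 active = mean inhibition across replicates of 30% or more, regardless of how many single replicates reach that level; inconclusive = mean under 30% yet at least half of replicates reach 30%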;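 also: positive control wells lacked labelled fibronectin entirely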
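Assay system: AH1F fibroblasts assembling fluorescent fibronectin matrix; Amount: 10000 AH1F cells per well; Buffer or medium: DMEM, 2% serum; Probe or stimulus: Alexa488-fibronectin, 24 nM final in well; Doses: single compound dose, delivered by pin transfer; Incubation: 1 h adhesion, overnight exposure; Measured by: fluorescence 485/525 nm; Read-out: fibronectin deposition inhibition.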
Xi reactivation: activators of X-chromosome reactivation in mouse fibroblasts. XiGFP mouse fibroblasts, % GFP-positive cells imaging, 3 d; cells co-treated with 5-aza-dC sensitizer; scaled so ellipticine positive control = 100%. activation, % at 7.58 µM. actives 0.055% (n = 360,000). AID 743238;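 active = mean normalized replicate activation at least 10% and every replicate at or above 10%; inconclusive = only one of the two criteria met; inactive = mean below 10% and not all replicates reach 10%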;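 also: 0% = median of on-plate neutral control wells and 100% = ellipticine 6 µM median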
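System: 68-5-11 XiGFP fibroblast line | Buffer or medium: DMEM containing 5-aza-dC | Compound: Single point | Times: Compounds 3 days, fix/stain 15 min at room temperature | Benchmarks: Positive control ellipticine, 6 µM final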
RAD54 inh: blocks human RAD54 Holliday junction branch migration; FAM/BHQ fluorescence; AID 602329; inhibition, % at 10.4 µM; Q92698; actives 0.14% (n = 360,000);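 active = mean normalized replicate activity at least 40 and at least half of replicates scoring 40 or more; inconclusive = only one of the two criteria met; inactive = mean below 40 and under half of replicates reaching 40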;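 also: 0% = median of neutral control wells and 100% = median of positive control wells; inhibitors cause a drop in the FAM fluorescence signal; in these data hits start at about 50%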
An asterisk follows results filed as active; ? = inconclusive; · = no result given. Not a hit list, and some 3% of all compounds hit somewhere here.

SMILES	S100A4 MyoIIA	E-selectin induc	RAD52 anneal inh	esBAF inh	EWS-Fli inh	FN deposition inh	Xi reactivation	RAD54 inh
COc1ccc2c3c([nH]c2c1)[C@H](CO)N(C(=O)c1cccnc1)CC31CCN(Cc2ccccc2)CC1	-12.0	-0.2	7.6	·	-5.5	·	?	·
Cc1cc(Cl)ccc1C(=O)C1CCCN(C(=O)c2ccoc2)C1 (stereo unspecified)	-5.9	0.1	-7.8	-2.1	0.3	2.6	-0.1	4.4
C/C=C/c1ccc([C@@H]2[C@@H](CO)N3CCCCN(S(=O)(=O)c4ccc(OC)cc4)C[C@@H]23)cc1	-1.3	0.3	22.2	-3.1	6.6	-0.1	0.0	-0.6
CCOc1ccc(S(=O)(=O)Nc2ccc(C(=O)NCC(c3ccco3)N3CCCCC3)cc2)cc1 (stereo unspecified)	-2.1	·	-69.0	1.5	5.6	-13.8	-0.1	-9.7
O=C(CNC(=O)c1ccco1)NNC(=O)c1ccc(Br)cc1	-0.3	·	-11.9	-0.9	-8.4	0.2	0.0	4.0
O=C(Cn1c(=O)oc2ccccc21)N1CCN(c2ccc(N3CCOCC3)nn2)CC1	-0.7	0.1	-20.4	10.4	0.5	19.4	-0.1	2.3
Cc1ccc(S(=O)(=O)Nc2ccc3c(c2)C(=O)N([C@@H](C)CO)C[C@@H](C)[C@H](CN(C)S(=O)(=O)c2ccc(Cl)cc2)O3)cc1	-11.3	-0.6	6.7	·	4.3	·	0.0	·
Cc1cc([N+](=O)[O-])nn1CC(=O)N1CCOCC1	-2.5	0.1	-3.1	6.3	-0.8	-8.5	0.1	3.4
Cc1ccc(NC(=S)Nc2cccc(S(=O)(=O)Nc3c(C)n(C)n(-c4ccccc4)c3=O)c2)cc1	-4.9	4.5	-129.2	17.9	-9.0	-1.6	-0.2	-3.2
COc1ccc(NC(=S)Nc2ccc3nsnc3c2)cc1	·	-0.2	·	·	·	3.2	0.0	-4.8
COc1cccc(-c2ccc3c(c2)[C@@H]2[C@@H](CCN2C(=O)NC2CCCC2)[C@H](CO)N3C)c1	11.1	-0.6	2.7	0.2	4.0	-20.5	0.0	-1.1
O=C(Nc1ccc2c(c1)OCO2)N[C@H]1CC[C@H](CCNC(=O)C2CCCCC2)O[C@@H]1CO	-4.3	0.1	16.0	-0.8	4.8	·	-0.3	-3.9
CCC1(C)NC(=O)N(CC(=O)NCC(=O)Nc2c(C)cc(C)cc2C)C1=O (stereo unspecified)	-1.5	-0.7	-10.3	-2.8	5.8	-5.6	-0.1	1.7
Cc1c(Br)c(=O)oc2c(Br)c(O)ccc12	-4.0	2.4	-9.3	-1.0	-7.6	-1.7	-0.1	1.2
Cc1ccc(OCC(=O)OCC(=O)NC2CCCCCC2)cc1C	-4.6	-0.3	-11.1	-6.7	-0.9	8.0	0.0	-0.1
C=CCN(c1ccccc1)S(=O)(=O)c1ccc2[nH]cc(C(=O)NCCOC)c(=O)c2c1	-0.8	·	0.5	2.1	4.5	0.8	0.0	4.7
O=C(C[C@@H]1CC[C@H]2[C@@H](COC[C@@H](O)CN2C(=O)Nc2ccc(Cl)cc2)O1)NCC1CC1	-2.2	0.1	-2.9	26.9	9.1	-0.7	0.0	-6.6
Cc1cc(=O)[nH]c(N/N=C/c2cc(C)n(-c3ccccc3)c2C)n1	2.7	·	-3.0	14.6	-21.8	-0.2	?	9.9
COc1ccccc1NC(=O)CCCN1C(=O)C(c2ccccc2)Oc2cccnc21 (stereo unspecified)	-12.9	·	-9.0	-2.0	·	0.2	-0.1	8.0
CCC(=O)Oc1ccc(C(=O)Nc2ccc3c(c2)OCO3)cc1	-0.8	·	-11.0	·	-68.0	2.5	0.3	·
CO[C@H]1CN(C)C(=O)c2ccc(NC(=O)Nc3cc(F)ccc3F)cc2OC[C@@H](C)N(C(=O)c2ccccn2)C[C@H]1C	-4.1	-0.2	0.2	3.9	-13.1	-18.1	-0.1	-2.9
O=C(NC1CCCCC1)C(c1ccccc1F)n1c(=O)c(-c2cc3ccccc3[nH]2)nc2ccccc21 (stereo unspecified)	6.4	2.8	-16.7	·	12.5	-0.7	0.1	·
CN(C)C(=S)SCCn1c(N)nc(N(C)C)nc1=O	-1.8	3.0	-3.0	·	4.8	-15.9	0.3	·
C[C@@H]1CN([C@@H](C)CO)C(=O)c2cc(NC(=O)Nc3ccc(C(F)(F)F)cc3)ccc2O[C@@H](C)CCCCO[C@@H]1CN(C)S(=O)(=O)c1cn(C)cn1	·	0.2	·	4.9	-3.1	·	0.1	-1.4

A draw from above in order of SMILES length, low to high.
SMILES	S100A4 MyoIIA	E-selectin induc	RAD52 anneal inh	esBAF inh	EWS-Fli inh	FN deposition inh	Xi reactivation	RAD54 inh
Cc1c(Br)c(=O)oc2c(Br)c(O)ccc12	-4.0	2.4	-9.3	-1.0	-7.6	-1.7	-0.1	1.2
Cc1ccc(OCC(=O)OCC(=O)NC2CCCCCC2)cc1C	-4.6	-0.3	-11.1	-6.7	-0.9	8.0	0.0	-0.1
CCC(=O)Oc1ccc(C(=O)Nc2ccc3c(c2)OCO3)cc1	-0.8	·	-11.0	·	-68.0	2.5	0.3	·
Cc1cc(=O)[nH]c(N/N=C/c2cc(C)n(-c3ccccc3)c2C)n1	2.7	·	-3.0	14.6	-21.8	-0.2	?	9.9
COc1ccccc1NC(=O)CCCN1C(=O)C(c2ccccc2)Oc2cccnc21 (stereo unspecified)	-12.9	·	-9.0	-2.0	·	0.2	-0.1	8.0
CCC1(C)NC(=O)N(CC(=O)NCC(=O)Nc2c(C)cc(C)cc2C)C1=O (stereo unspecified)	-1.5	-0.7	-10.3	-2.8	5.8	-5.6	-0.1	1.7
O=C(NC1CCCCC1)C(c1ccccc1F)n1c(=O)c(-c2cc3ccccc3[nH]2)nc2ccccc21 (stereo unspecified)	6.4	2.8	-16.7	·	12.5	-0.7	0.1	·
CO[C@H]1CN(C)C(=O)c2ccc(NC(=O)Nc3cc(F)ccc3F)cc2OC[C@@H](C)N(C(=O)c2ccccn2)C[C@H]1C	-4.1	-0.2	0.2	3.9	-13.1	-18.1	-0.1	-2.9

The list continues.
SMILES	S100A4 MyoIIA	E-selectin induc	RAD52 anneal inh	esBAF inh	EWS-Fli inh	FN deposition inh	Xi reactivation	RAD54 inh
O=C1c2ccccc2NC(c2ccccc2O)N1O (stereo unspecified)	-3.3	·	-10.7	1.2	-0.7	·	0.4	-6.4
Cn1nnc2cc(NC(=O)Nc3cccc(Cl)c3)ccc21	1.1	0.0	12.9	?	-124.5	2.9	0.1	-3.3
CO[C@H]1CC[C@H]2CCN(C)C(=O)C[C@@H](c3ccccc3)CN(C)C(=O)c3cccc(C#N)c3OC[C@@H]1O2	0.9	0.1	-11.5	3.6	2.9	13.9	0.0	2.3
CN1C[C@@H]2[C@@H]3C(=O)N(C)C(=O)[C@@H]3[C@](C)(C1=O)N2C(=O)c1ccc(F)cc1	2.1	-0.1	-19.4	1.6	-6.3	3.0	0.0	3.9
Cc1c(C(=O)Nc2ccc3c(c2)OCO3)oc2ccccc12	-5.0	·	-19.2	50.1*	-70.5	5.8	-0.1	10.2
CCC(C(=O)Nc1ccc(S(=O)(=O)Nc2ncccn2)cc1)c1ccccc1 (stereo unspecified)	3.4	-0.1	-3.4	-3.6	-4.0	0.1	0.1	-4.3
COc1cccc(NC(=O)N2CCCC2C(=O)NCc2ccccc2)c1 (stereo unspecified)	-6.6	4.5	-7.3	-12.5	-2.0	-3.7	0.0	-3.0
CN(C)S(=O)(=O)N1CCN(c2ccc([N+](=O)[O-])c(N3CCCCC3)c2)CC1	-3.4	0.1	-28.0	2.2	-50.7	4.6	0.0	·
OCCC1CN(Cc2cn[nH]c2C2CCCCC2)CCN1C1CCCCC1 (stereo unspecified)	-1.8	·	-8.3	9.8	5.9	11.4	0.0	-9.5
Cc1cc(-c2nn(-c3ccccc3F)cc2CNCCc2cnccn2)c(C)s1	-12.1	3.4	-75.5	3.9	-2.0	-0.1	-0.2	-4.5
CCN(CC)CCNC(=O)c1cn(CC)c2cc(N3CCN(C)CC3)c(F)cc2c1=O	-1.6	·	-0.3	4.2	6.5	0.4	0.0	26.6
O=C1/C(=C\c2ccc(O)c(O)c2)C(c2ccccc2)=NN1c1ccccc1	-4.6	0.0	-3.9	-5.0	8.5	8.5	0.1	0.2
O=C(N/N=C/c1ccccc1[N+](=O)[O-])c1ccncc1	-1.5	0.0	-4.4	21.1	-4.9	2.1	0.0	-14.0
Cc1ccc(NC(=O)NC2CCCc3ccccc32)cc1 (stereo unspecified)	-3.2	·	-6.6	12.2	-19.5	4.3	0.1	0.4
C[C@@H]1CCCCO[C@H](CN(C)Cc2ccc(C(F)(F)F)cc2)[C@@H](C)CN([C@@H](C)CO)C(=O)c2cc(NS(=O)(=O)c3ccc(Cl)cc3)ccc2O1	7.6	-0.2	4.4	-1.6	16.8	-4.0	-0.2	-7.0
COCC1CCN(C(=O)C2CCN(c3nc(-c4ccccc4)nc4c3CCC4)CC2)C1 (stereo unspecified)	-0.2	·	-8.2	·	4.5	6.6	0.2	2.8
O=C(NCc1ccc(Cl)cc1)c1ccc(CS(=O)Cc2cccc(Cl)c2)o1 (stereo unspecified)	1.2	0.3	-5.5	-1.9	·	18.6	-0.1	-0.4
Cc1cc(C)c(NC(=O)CN2C(=O)NC(CCc3ccccc3)C2=O)c(C)c1 (stereo unspecified)	-0.4	·	-14.1	-1.2	10.0	-6.2	0.1	-9.2
O=C(O)C1=C[C@H](c2ccc(F)cc2)C[C@H](OCCCCO)O1	0.8	0.0	-13.9	-0.6	-112.8	-0.3	0.0	6.7
O=C(N/N=C/C(Br)=C/c1ccccc1)c1cccs1	0.6	·	-12.3	·	-139.3	2.6	0.2	·
Cc1nc(C)c(C(=O)NNS(=O)(=O)c2ccc([N+](=O)[O-])cc2)s1	0.2	·	-8.4	·	-4.9	·	0.1	·
C[C@@H]1CCCCO[C@H](CN(C)C(=O)Nc2cccc3ccccc23)[C@H](C)CN([C@H](C)CO)C(=O)c2cc(NS(=O)(=O)c3cccs3)ccc2O1	17.3	-0.1	-16.5	2.7	3.5	·	0.1	-21.2
CC(=O)Oc1ccc2ccc(=O)oc2c1	-7.0	·	-4.3	-7.1	-2.9	·	·	5.4
CCOC(=O)C1=C(CN2CCCCCC2)NC(=O)NC1c1ccc2c(c1)OCO2 (stereo unspecified)	-1.2	-1.7	18.6	·	7.2	·	0.1	·
O=S(=O)(c1ccc(F)c(F)c1F)N1CCN(c2ncnc3sccc23)CC1	-1.9	-0.2	-7.7	·	30.9	-4.4	0.5	·
CCCN1[C@H](C(=O)N(C)C)[C@@H](CO)[C@@H]2Cn3c(ccc(-c4ccccc4)c3=O)[C@@H]21	-2.3	-0.5	-8.0	·	-2.4	·	0.8	·
